# Compound activity (PubChem BioAssay)
# HDAC3 inh – blocks human histone deacetylase 3. 0.15% of 320,000 active. inhibition, % at 8.3 µM. recombinant HDAC3, fluorogenic peptide/trypsin coupled, fluorescence; in the data active = inhibition above about 26%, passing the limit was not always enough; inconclusive = no clear call, values can overlap the other calls
# KCNK9 inh – inhibitors of human KCNK9 two-pore domain potassium channel | Q9NPC2 | HEK293 KCNK9, FluxOR thallium flux fluorescence; hits give low values | B-score at 10 µM | 1.2% of 310,000 active;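 active = ratio B-score over 3 SD below the library mean, with starting fluorescence within 5 SD of its mean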;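 note: negative B-score means less thallium flux so channel inhibition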
# Target sequence (Q9NPC2 whole entry, looked up, the tested form may be a part): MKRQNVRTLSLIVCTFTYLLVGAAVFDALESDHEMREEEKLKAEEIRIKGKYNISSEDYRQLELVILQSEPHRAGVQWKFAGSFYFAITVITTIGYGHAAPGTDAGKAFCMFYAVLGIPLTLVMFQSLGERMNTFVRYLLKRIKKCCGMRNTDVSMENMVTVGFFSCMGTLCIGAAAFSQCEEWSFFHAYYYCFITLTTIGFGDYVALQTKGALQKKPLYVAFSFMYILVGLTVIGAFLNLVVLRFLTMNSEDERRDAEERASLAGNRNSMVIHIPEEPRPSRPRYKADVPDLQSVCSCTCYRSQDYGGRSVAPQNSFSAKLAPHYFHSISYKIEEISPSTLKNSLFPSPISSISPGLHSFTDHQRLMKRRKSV
# RGS4 pot – RGS4 potentiation or activation; AID 463111; 0.92% of 310,000 active; HEK293 M3R/inducible RGS4, carbachol calcium flux Fluo4; hits give low values; B-score at 10 µM;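 active = B-score of the integrated calcium signal more than 4 SD below the library mean, with starting fluorescence not abnormally high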;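 note: negative B-score means reduced calcium response which marks RGS4 activation or potentiation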
#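 Detection: kinetic calcium fluorescence imaging with Fluo4-AM dye, 2 µM / Material: HEK293 cells with stable M3R and inducible RGS4 / Schedule: recording 10 s baseline at 1 Hz, 100 s post-agonist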
# GSK3A inh – human GSK-3 alpha kinase inhibition; P49840; ADP-Glo luminescence, 60 min; inhibition, % at 10 µM; 0.1% of 320,000 active; AID 2650;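 in the data active = inhibition above about 50%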;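 note: GST-tagged GSK-3 alpha with peptide substrate and 25 µM ATP; 0% = DMSO neutral wells and 100% = GW8510 positive control wells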
# DYRK1A inh – inhibitors of rat Dyrk1A kinase. inhibition, % at 12.5 µM. Q63470. ADP-Glo luminescence, NFATc1 peptide. 0.43% of 310,000 active; in the data active = inhibition above about 50%;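 note: plate controls were vehicle with enzyme for no effect and no enzyme for full effect; many of its hits are not listed in these tables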
# KCNK3 block – human KCNK3 channel inhibition, primary screen | O14649 | CHO-KCNK3 thallium flux, FluxOR fluorescence; hits give low values | B-score at 10 µM | 0.84% of 340,000 active | AID 602410;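 active = B-score under library mean minus 4 SD, starting fluorescence ratio at most library mean plus 5 SD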;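 note: more negative B-score means stronger inhibition of thallium flux through KCNK3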
# KCNQ1 block – inhibitors of human KCNQ1 potassium channel | B-score at 10 µM | 1.3% of 310,000 active | AID 2642 | CHO-K1 KCNQ1, FluxOR thallium flux fluorescence; hits give high values;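 active = compounds whose thallium flux B-score, printed positive for inhibition, exceeds three library SD while starting fluorescence stays within three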;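 note: channel opened by potassium depolarization with thallium stimulus after 20 min compound exposure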
# hERG rescue – compounds protecting human hERG from proarrhythmic drug block; Q12809; CHO-hERG, FluxOR thallium flux, dofetilide IC70 present; activation (rescue from dofetilide block), less the hit threshold, % at 10 µM; 0.51% of 310,000 active;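 active = activation above the mean of controls blocked by dofetilide plus 5 SD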;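 note: thallium influx through hERG after potassium depolarization seen as dye fluorescence rise; in these data hits start at about 4.7%; inactives centre near -7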
# PolyA inhibitor – yeast polyadenylation inhibition. S. cerevisiae SKY197-pL101 polyadenylation reporter, beta-gal luminescence; efflux-impaired pdr1/pdr3 knockout yeast; score 100 = 6 SD above DMSO. 0.02% of 300,000 active. calls only at 12 µM. AID 1875;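 active = lowest replicate activity score at least 50, where 100 means six control SD above control mean; inconclusive = lowest score under 50 but half or more replicates reach 50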;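 note: yeast exposed to compound for 9 h at 30 °C; higher score means more reporter readthrough which indicates perturbed polyadenylation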
# GSK3B inh – inhibitors of human GSK3beta kinase | P49841 | GST-GSK3beta kinase, ADP-Glo luminescence, 60 min; hits give low values | activity score (negative = inhibition), % at 10 µM | 0.038% of 300,000 active | AID 2097;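 active = more than half of replicate wells score below -50%, meaning over 50% inhibition versus plate controls; inconclusive = some replicates but at most half score below -50%; inactive = no replicate scores below -50%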;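 note: 0% = median DMSO wells and -100% = median GW8510 positive control wells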
# Target sequence (P49841 whole entry, looked up): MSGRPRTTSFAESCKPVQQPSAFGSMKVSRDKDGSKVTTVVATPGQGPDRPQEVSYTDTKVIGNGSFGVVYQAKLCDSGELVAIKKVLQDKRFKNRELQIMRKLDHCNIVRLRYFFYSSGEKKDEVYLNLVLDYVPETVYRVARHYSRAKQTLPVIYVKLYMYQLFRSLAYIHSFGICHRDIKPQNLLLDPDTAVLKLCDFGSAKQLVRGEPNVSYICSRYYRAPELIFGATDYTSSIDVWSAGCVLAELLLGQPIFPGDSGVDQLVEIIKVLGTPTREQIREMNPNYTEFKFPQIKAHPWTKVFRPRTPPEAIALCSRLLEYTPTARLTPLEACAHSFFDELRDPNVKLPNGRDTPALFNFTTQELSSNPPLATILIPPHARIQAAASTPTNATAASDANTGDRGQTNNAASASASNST
#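 Assay system: GST-tagged human GSK3beta kinase, cell-free; Input: 1.6 ng GSK3beta; Medium: Tris/MgCl2 kinase buffer; Timing: 60 min enzyme reaction, room temperature; Signal: ADP-Glo luminescence quantifying ADP generated by kinase; Evaluation: score relative to plate controls; Benchmarks: DMSO neutral wells and GW8510 at 20 µM as positive.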
# KCNQ1 pot – potentiators or activators of human KCNQ1 potassium channel. P51787. CHO-K1 KCNQ1, thallium flux FluxOR fluorescence; hits give high values. B-score at 10 µM. 0.35% of 310,000 active. AID 2648;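 active = fluorescence ratio B-score, a plate-corrected score, at least three library SD, with initial intensity B-score within 5 SD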
#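 Material: CHO-K1 cells stably expressing KCNQ1. Medium: assay buffer for compound exposure, DMSO matched across wells. Reagent: K+/Tl+ depolarizing stimulus. Compound dosing: single-concentration screen. Times: 37 °C overnight plating, 90-min dark dye load, 20-min compound pretreatment. Technique: FluxOR Tl+ flux fluorescence.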
# Numbers without * were called inactive; i = inactive; ? = inconclusive; · = not tested or not shown. Not all compounds are listed; rates above refer to the full screens.
SMILES,HDAC3 inh,KCNK9 inh,RGS4 pot,GSK3A inh,DYRK1A inh,KCNK3 block,KCNQ1 block,hERG rescue,PolyA inhibitor,GSK3B inh,KCNQ1 pot
C=CCOC(=O)C1=C(C)NC(SCC(N)=O)=C(C#N)C1c1cccs1 (configuration not stated),-1,i,i,0,1,i,i,-6,i,3,i
O=C(COc1ccccc1Cl)N1CCc2ccccc21,·,i,i,·,2,i,i,-4,i,1,i
O=C(CCS(=O)(=O)Cc1ccc(Cl)cc1)NCCCN1CCN(c2ccccc2F)CC1,1,i,-10*,0,-4,i,i,-10,i,4,i
Cc1ccc(NC(=O)CSCC(=O)NCCc2ccccc2)cc1,-5,i,i,5,-3,i,i,-10,i,-2,i
O=C1ON=C(c2cccc([N+](=O)[O-])c2)/C1=C/c1ccc(O)cc1,5,i,i,-5,2,i,7*,-25,i,5,i
CCOC(=O)c1cc2n(n1)C(C(F)(F)C(F)(F)F)CC(C)N2 (configuration not stated),3,i,i,2,-2,i,i,-3,i,0,i
COCCNC(=O)NC(=O)CN1CCN(C(c2ccccc2)c2ccccc2)CC1,3,i,i,-3,0,i,i,-3,i,2,i
C=CCn1c(=O)c2c(nc3n2CCCN3Cc2ccccc2)n(C)c1=O,5,i,i,0,-4,i,i,-8,i,4,i
CN(C)/C=N/C(=S)Nc1ccccc1F,0,i,i,-1,5,i,i,-1,i,1,i
COc1cc(C2C(C(=O)OCCC#N)=C(C)NC3=C2S(=O)(=O)c2ccccc23)cc(OC)c1OC (configuration not stated),0,i,i,-1,-1,i,i,-16,i,3,i
COC(=O)c1ccccc1NC(=O)CCCN1C(=O)C(c2ccccc2)Oc2cccnc21 (configuration not stated),10,i,i,-3,-3,i,i,-6,i,-2,i
Cc1[nH]c2ccccc2c1C(=O)C(=O)NCCCc1ccccc1,1,i,i,-5,-1,i,i,-3,i,1,i
CON(C)c1nc(OCCNC(=O)OCc2ccc(Cl)cc2C)nc(N(C)C)n1,-1,i,i,1,1,i,i,-12,i,1,i
c1ccc(-c2cc(-c3nnc4sc(-c5ccccn5)nn34)[nH]n2)cc1,6,i,i,5,3,i,i,-6,i,-1,i
Cc1nc2ccccn2c1-c1nnco1,-17,i,i,0,5,i,i,-4,·,0,i
COc1ccccc1N1CCN(C(=O)CSc2nc(C)c(Cc3ccccc3)c(=O)[nH]2)CC1,-6,i,i,-2,-2,i,i,-3,i,1,i
Cc1cc(/C=C(/C#N)C(=O)O)c(C)n1CCC(C)C,5,i,i,-4,-4,i,i,-4,i,-2,i
O=C(CNCCc1ccc(F)cc1)Nc1cc(F)ccc1F,·,i,i,-2,4,i,i,-3,i,-11,i
O=C(NCc1ccccc1)c1cc(-c2cccs2)on1,-3,i,i,·,-2,i,i,-10,i,-5,i
CCOc1cc(S(=O)(=O)Nc2ccccc2CC)ccc1Cl,6,i,i,1,5,i,i,-10,i,2,i

# Random excerpt: three compounds from above
SMILES,HDAC3 inh,KCNK9 inh,RGS4 pot,GSK3A inh,DYRK1A inh,KCNK3 block,KCNQ1 block,hERG rescue,PolyA inhibitor,GSK3B inh,KCNQ1 pot
O=C1ON=C(c2cccc([N+](=O)[O-])c2)/C1=C/c1ccc(O)cc1,5,i,i,-5,2,i,7*,-25,i,5,i
CON(C)c1nc(OCCNC(=O)OCc2ccc(Cl)cc2C)nc(N(C)C)n1,-1,i,i,1,1,i,i,-12,i,1,i
COCCNC(=O)NC(=O)CN1CCN(C(c2ccccc2)c2ccccc2)CC1,3,i,i,-3,0,i,i,-3,i,2,i

# (further entries)
SMILES,HDAC3 inh,KCNK9 inh,RGS4 pot,GSK3A inh,DYRK1A inh,KCNK3 block,KCNQ1 block,hERG rescue,PolyA inhibitor,GSK3B inh,KCNQ1 pot
O=C(N/N=C/c1ccncc1)c1cc2c(ccc3ccccc32)o1,5,i,i,-5,18,i,i,-3,i,1,i
CC(=O)N1N=C(c2ccccc2OC(=O)/C=C/c2ccccc2)CC1c1ccccc1 (configuration not stated),5,i,i,-1,·,i,i,-4,i,-1,i
COc1cccc(N2CCN(C(=O)CCNS(=O)(=O)c3ccc4c(c3)c(=O)n(C)c(=O)n4C)CC2)c1,-2,i,i,1,3,i,i,-8,i,1,i
COCCSc1nc2sc3c(c2c(=O)n1-c1ccccc1)CCN(C)C3,-18,i,i,·,19,i,i,-10,i,0,i
Cc1ccc(C)c(Nc2nc(-c3ccncc3)nc3ccccc23)c1,·,i,i,-2,1,i,i,-6,i,3,i
Cc1ccc(CN2C(=O)CSC2c2cccnc2)cc1 (configuration not stated),4,i,i,1,·,i,i,-8,i,-3,i
C=C(C)Cn1c(-c2ccccc2)nc2ccccc21,-6,i,i,-1,-5,i,i,-15,i,0,i
COc1ccc(NC(=O)Cn2nnc3ccccc32)c([N+](=O)[O-])c1,-3,i,i,0,·,i,i,-3,i,-1,i
N#Cc1ccc(NC(=O)c2cc(S(=O)(=O)N3CCOCC3)ccc2N2CCCC2)cc1,3,i,i,2,5,i,i,-15,i,-3,i
CC(C)CCC(CCNCc1ccccn1)c1ccc(Cl)cc1 (configuration not stated),2,i,i,6,0,i,i,-14,i,-7,i
COc1ccc(CCNC(=O)CCCc2ccccc2)cc1,0,i,i,-1,1,i,i,-9,i,0,i
Cc1sc2nc(SCC(=O)N3CCOCC3)[nH]c(=O)c2c1-c1ccccc1,5,i,i,-1,4,i,i,-17,i,1,i
CCn1c(CCNC(=O)c2ccc(OC)cc2)nnc1SCc1ccc(Cl)c(Cl)c1,1,i,i,-3,-4,i,i,-12,i,1,i
NC(=O)c1nsc(C(=O)N(CC(=O)NC2CCCCC2)c2ccc(Cl)cc2)c1N,-3,i,i,0,-1,i,i,-5,i,-1,i
CCn1nc(C)c(/C=C2\CCCC3=C2OC(N)=C(C#N)C3c2c(C)nn(CC)c2C)c1C (configuration not stated),0,i,i,-1,·,·,i,-11,i,2,i
O=C1CN(C(=O)CNCc2ccccc2Cl)c2ccccc2N1,·,i,i,-3,12,i,i,-7,i,-2,i
CCc1ccc(CNC(=O)C2CCN(S(=O)(=O)N3CCC(C)CC3)CC2)cc1,6,i,i,3,4,i,i,-4,i,-2,i
Cc1cccc(-[n+]2c(C)cc(C)c3c(=O)[nH]c(=O)[nH]c32)c1,·,i,i,·,0,i,i,-10,i,0,i
Cc1cc(C)n2nc(SCC(=O)N/N=C/c3ccc(F)cc3)nc2n1,-1,i,i,1,-2,i,i,-4,i,1,i
Cc1cccc(N/C(N)=N/c2nc(C(F)(F)F)cc(C(F)(F)F)n2)c1,11,i,i,0,1,i,i,-12,i,0,i
C/C(=N\NC(=O)CSCc1ccccc1Cl)c1cccc(NC(=O)c2ccccc2)c1,7,i,i,0,-10,i,i,-10,i,-1,i
CCCOC1CCCN(C(=O)CCc2nnc(Cc3cccc(C)c3)o2)C1 (configuration not stated),2,i,i,-2,-4,i,i,-10,i,1,i
CCC(C)C(NC(=O)c1ccccc1NC(=O)c1ccc(OC)cc1)C(=O)NCc1ccco1 (configuration not stated),·,i,i,-3,-2,i,7*,-13,i,1,i
COc1ccc(C(=O)N(Cc2ccccc2)c2cccc(C)c2)cc1S(=O)(=O)N1CCOCC1,3,i,i,-1,·,i,i,-14,i,0,i
O=[N+]([O-])c1cccc(-c2nc(-c3ccccc3)no2)c1,5,i,i,-2,-4,i,i,-5,i,4,i
COc1ccc(C2CC(=O)c3c(C)nc(N4CCN(Cc5ccccc5)CC4)nc3C2)cc1OC (configuration not stated),5,i,i,-1,0,i,i,-21,i,2,i
COc1cccc(NC(=O)CN(C)C(=O)CCc2nc3sc4c(c3c(=O)[nH]2)CCCC4)c1,-1,i,i,0,3,i,i,-9,i,0,i
COCCCNCCCOc1ccc(C)cc1Br,-2,i,i,1,-2,i,i,-12,i,4,i
O=C1Nc2cc3c(cc2C1=O)sc1ccccc13,1,i,i,0,·,i,i,-15,i,1,i
COc1ccc(N/C=C(\C#N)c2nc3ccccc3n2C)c(OC)c1,10,-7*,i,4,7,i,i,-14,i,0,i
O=C(NC1CCCCCC1)c1cccnc1Sc1ccccc1,-5,i,i,-3,-3,i,i,-7,i,5,i
Cc1cc(NC(=O)C2CC(=O)N(c3ccccc3C)C2)no1 (configuration not stated),-2,i,i,-4,-3,i,i,-10,i,·,i
CC12CN3CC(C)(CN(C1)C3c1ccc([N+](=O)[O-])o1)C2 (configuration not stated),3,i,i,-2,8,i,i,-1,i,-2,i
NC(=O)C1CCN(CC(=O)NCc2ccccc2)CC1,-2,i,i,0,-5,i,i,3,i,0,i
CN(Cc1ccccc1)C(=O)c1ccc(Cl)c([N+](=O)[O-])c1,2,i,i,2,-4,i,i,-10,i,-1,i
COc1ccc(CN(C)C(=O)C23CC4CC(CC(Cl)(C4)C2)C3)c(OC)c1OC,-2,i,i,-2,-4,i,i,-7,i,5,i
COc1ccc(S(=O)(=O)NCCSc2ccc(C)cc2)cc1OC,3,i,i,-1,18,i,i,-5,i,4,i
O=C1CCCN1c1ccc(S(=O)(=O)N2CCCCC2)cc1[N+](=O)[O-],-12,i,i,-1,-3,i,i,-11,i,2,i
O=C(CSc1nc(=O)n(CCCN2CCOCC2)c2c1CCC2)Nc1ccc(F)cc1,3,i,i,-2,-3,i,i,-6,i,-2,i
Cc1cc(NC(=O)c2ccc3c(c2)C(=O)N(Cc2ccccc2)C3=O)no1,-1,i,i,-1,-5,i,i,-11,i,-1,i
COc1ccc(NC(=O)CN(C)C(=O)/C=C/c2cn(-c3ccccc3)nc2-c2cccs2)cc1,?,i,i,-2,3,i,i,-18,i,2,i
Cc1nc(NS(=O)(=O)c2ccc(Br)cc2)c2c3c(sc2n1)CCC3,1,i,i,·,3,i,i,-7,i,-2,i
CCOc1ccc2nc(NC3=NC(C)(C)C=C(C)N3)nc(C)c2c1,-9,i,i,3,5,i,10*,-16,i,-1,i
Nc1ccc(-n2nc3ccccc3n2)cc1,-6,i,i,-2,0,i,i,-8,i,-2,i
CCOC(=O)c1c(NC(=O)c2ccn(CC)n2)sc2c1CCC2,-2,i,i,3,-9,i,i,-12,·,0,i
COc1cccc(C(C2C(=O)CC(C)(C)CC2=O)C2C(=O)CC(C)(C)CC2=O)c1,3,i,i,-3,-2,i,i,-2,i,-1,i
